ALDH1A1 inh = qHTS Assay for Inhibitors of Aldehyde Dehydrogenase 1 (ALDH1A1). Aldehyde dehydrogenase 1A1 (Homo sapiens), P00352. AID 1030, 2008. Potency, µM (highest dose often 75.3 µM), for the others: at the top dose activity, negative = inhibition, usual class: inhibitors. 7.3% of 220,000 active. Purified ALDH1A1, NADH fluorescence, propionaldehyde substrate; active means well fitted inhibition curve with a large enough effect, not every such curve was filed as active; inconclusive means small, poorly fitted or top-dose-only effect, or another doubt; inactive means no such curve, though single readings can be large or run the other way;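 further: plate controls were no enzyme wells and a reference inhibitor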
Target sequence (P00352 whole entry, looked up): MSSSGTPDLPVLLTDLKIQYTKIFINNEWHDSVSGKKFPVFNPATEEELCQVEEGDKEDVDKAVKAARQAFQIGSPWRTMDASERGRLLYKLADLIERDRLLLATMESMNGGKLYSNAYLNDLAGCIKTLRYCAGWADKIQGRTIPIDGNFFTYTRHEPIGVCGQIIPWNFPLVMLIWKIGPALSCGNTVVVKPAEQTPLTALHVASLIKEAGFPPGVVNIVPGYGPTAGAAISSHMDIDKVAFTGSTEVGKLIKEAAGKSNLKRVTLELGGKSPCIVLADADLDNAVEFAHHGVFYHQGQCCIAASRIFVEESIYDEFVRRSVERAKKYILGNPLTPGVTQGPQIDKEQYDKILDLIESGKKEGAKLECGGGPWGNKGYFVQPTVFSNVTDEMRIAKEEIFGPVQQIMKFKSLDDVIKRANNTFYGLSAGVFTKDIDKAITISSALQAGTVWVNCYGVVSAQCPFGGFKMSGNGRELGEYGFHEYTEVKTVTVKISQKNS
SMN2 splice up = qHTS Assay for Enhancers of SMN2 Splice Variant Expression | HEK293 SMN2-luciferase splicing reporter, luminescence, 30-36 h | 2.8% of 210,000 active | Potency, µM (series often up to 46.1 µM), for the others: at the highest dose activity change, positive = activation, actives largely listed as activators; further: % of control where 0% means no effect; nearly all actives have a fitted effect of over 55% in size
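HEK293 cells carry an SMN2 minigene-luciferase reporter in which exon 7 inclusion puts luciferase in frame. Cells were seeded at 2000 cells/well, attached for 10-12 hours, then exposed to compounds for 30-36 hours at 37C before ONE-Glo luminescence.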
JMJD2E inh = qHTS Assay for Inhibitors of Human Jumonji Domain Containing 2E (JMJD2E); Lysine-specific demethylase 4E (Homo sapiens), B2RXH2; Potency, µM (titrated, usually from 57.1 µM), for the others: at the highest dose activity change, negative = inhibition, most hits filed as inhibitors; JMJD2E catalytic domain, FDH-coupled NADH fluorescence (FDH is formaldehyde dehydrogenase); 1.6% of 230,000 active; AID 2147, 2009; active means well fitted inhibition curve with a large enough effect, not every such curve was filed as active; inconclusive means small, poorly fitted or top-dose-only effect, or another doubt; inactive means no such curve, though single readings can be large or run the other way;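 further: 0% = wells with enzyme and -100% = buffer wells without enzyme; nearly all actives have a fitted effect of over 50% in size; many of its hits are not listed in these tables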
Target sequence (B2RXH2 1-337 limits assumed): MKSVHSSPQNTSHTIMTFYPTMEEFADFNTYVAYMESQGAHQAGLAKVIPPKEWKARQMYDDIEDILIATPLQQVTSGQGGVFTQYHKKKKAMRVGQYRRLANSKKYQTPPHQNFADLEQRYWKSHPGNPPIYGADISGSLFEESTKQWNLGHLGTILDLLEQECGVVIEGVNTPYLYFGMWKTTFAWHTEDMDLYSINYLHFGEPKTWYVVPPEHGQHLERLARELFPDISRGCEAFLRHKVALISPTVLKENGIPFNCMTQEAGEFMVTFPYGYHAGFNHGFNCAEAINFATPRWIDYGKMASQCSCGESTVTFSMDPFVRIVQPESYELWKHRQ
HTT aggregate = qHTS Multiplex Assay to Identify Dual Action Probes in a Cell Model of Huntington: Aggregate Formation (GFP) | 1.1% of 220,000 active | PC12 HttQ103-GFP aggregates, Acumen cytometry, 40 h | Potency, µM (top dose mostly 46.1 µM), for the others: at the top dose activity change, negative = inhibition, usual class: inhibitors | AID 1688, 2009; further: on the % scale 0 is the no-effect control and ±100 the full control effect; nearly all actives have a fitted effect of over 60% in size
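Ecdysone-promoter PC12 model expressing HTT exon 1 Q103 fused to GFP, induced by tebufenozide at 100 nM final. Compounds titrated; aggregates sized 1–25 µm scored on a 488 nm laser cytometer.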
Tau fibril ThT = qHTS for Inhibitors of Tau Fibril Formation, Thioflavin T Binding; recombinant tau K18 P301L, heparin-induced fibrillization, ThT fluorescence; 2.1% of 270,000 active; Potency, µM (series often up to 57.4 µM), without a hit: at the top dose activity, negative = inhibition, actives largely listed as inhibitors; Microtubule-associated protein tau (Homo sapiens), P10636; further: on the % scale 0 is the no-effect control and ±100 the full control effect; nearly all actives have a fitted effect of over 55% in size
Target sequence (P10636 561-689 P618L limits assumed): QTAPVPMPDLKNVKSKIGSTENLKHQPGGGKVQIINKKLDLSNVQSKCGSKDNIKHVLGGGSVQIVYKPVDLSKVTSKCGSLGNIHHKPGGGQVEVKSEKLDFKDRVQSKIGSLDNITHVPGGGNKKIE
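ThT emission at 510 nm, taken 1 hr after adding 30 uM dye, quantifies aggregates formed when 20 uM heparin acts on human tau K18 P301L for 6 hr at 37 C.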
Tau FP inhib = qHTS for Inhibitors of Tau Fibril Formation, Fluorescence Polarization. Microtubule-associated protein tau (Homo sapiens), P10636. K18 P301L tau heparin fibrillization, Alexa594 FP, 6 h. Potency, µM (top dose mostly 57.7 µM), inactives show at the highest dose activity, negative = inhibition, actives largely listed as inhibitors. 0.39% of 280,000 active; further: on the % scale 0 is the no-effect control and ±100 the full control effect; nearly all actives have a fitted effect of over 55% in size
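Quantitative HTS format: compounds meet 15 uM recombinant K18 P301L tau and Alexa 594-tau tracer in 100 mM sodium acetate pH 7; 20 uM heparin triggers fibrillization at 37 C over 6 hr; FP gives the signal.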
Tau fluor counter = Counterscreen qHTS for Inhibitors of Tau Fibril Formation, Fluorescence Polarization | tau K18 P301L Alexa594 fluorescence, heparin fibrillization | Potency, µM (top dose mostly 57.7 µM), inactives show at the top dose activity change, negative = decrease | 0.93% of 280,000 active; further: on the % scale 0 is the no-effect control and ±100 the full control effect; nearly all actives have a fitted effect of over 55% in size
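Human tau K18 P301L (15 uM unlabeled, 0.24 uM Alexa 594-labeled) in 100 mM sodium acetate pH 7 with 20 uM heparin, 6 hr at 37 C. ThT 30 uM added, 1 hr ambient; Alexa 594 FP and total fluorescence read at 555/632 nm.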
HTT ATP protect = qHTS Multiplex Assay to Identify Dual Action Probes in a Cell Model of Huntington: Cytoprotection (ATP) | Potency, µM (top dose mostly 56.4 µM), without a hit: cytoprotection (ATP increase), actives largely listed as activators | 0.14% of 230,000 active | AID 1471, 2008 | PC12 HTT-Q103 induced, cytoprotection, ATP luminescence, 40 h;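 further: % of control where 0% means no effect; nearly all actives have a fitted effect of over 45% in size; toxic huntingtin expression switched on by the ecdysone agonist tebufenozide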
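PC12 cells stably carrying ecdysone-inducible Htt exon 1 (Q103)–GFP were induced with 100 nM tebufenozide (final) alongside library compounds in a dose series. Cytoprotection was scored as retained ATP by ATPlite luminescence.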
Numbers without * were called inactive; u = inconclusive; x = no result given; [ ] = dose if it differs, or a comment. Unless noted, the call rests on the fitted dose curve; in most records, active means well fitted curve in the direction sought with a large enough effect; inconclusive means small, poorly fitted or top-dose-only effect, or another doubt; inactive means no such curve, though single readings can be large; an effect the other way counts as inactive or inconclusive. Potency means the concentration at half of the fitted maximal effect. The list is partial, so the mix of outcomes need not match the whole.

SMILES	ALDH1A1 inh	SMN2 splice up	JMJD2E inh	HTT aggregate	Tau fibril ThT	Tau FP inhib	Tau fluor counter	HTT ATP protect
Cc1ccc(-n2c(SCC(=O)Nc3cc(S(=O)(=O)N4CCOCC4)ccc3Cl)nc3ccccc3c2=O)cc1	5%	7%	-4%	3%	-3%	-4%	-5%	37%[10 µM]
Cc1cc(CCCCCCCCc2cc(C)cc(=O)o2)oc(=O)c1	-39%	-44%[inhibitor]	5%	12%	u	-9%	-9%	2%[10 µM]
CCOC(=O)c1cnc(-n2nc(C)cc2C)nc1NNc1cc(C)nc(-c2ccccc2)n1	-6%	-105%[inhibitor]	u	u	u	9%	-22%	-27%[10 µM]
Nc1nnnn1/N=C/c1cccc(Oc2ccccc2)c1	12%	33%	-4%	-8%	-16%	-3%	-9%	-25%
Nc1ccccc1C(=O)Nc1ccc(Cl)cc1Cl	u	x	u	18%[9.22 µM]	-11%	6%	-9%	14%[10 µM]
COC(=O)c1ccc(Cn2cnc3ccccc3c2=O)cc1	-4%	24%	-1%	-3%	-9%	-3%	-10%	-10%[10 µM]
CCn1cc(C(=O)NCCN(C)CCc2ccccc2)c(=O)c2cc(S(=O)(=O)N(C)C)ccc21	u	12%	4%	9%	0%	7%	0%	0%[10 µM]
O=C(CN1C(=O)COc2ccccc21)NCc1ccccn1	4%	12%	9%	14%	-8%	-9%	-6%	7%
O=C(CN1C2=NCCN2c2ccccc21)c1ccc(Br)s1	0%	2%	0%	-2%	7%	15%	6%	19%[10 µM]
C/C(CC(=O)Nc1cc(C)ccn1)=N\NC(=O)C(=O)NC(C)C	4%	7%	-23%	-1%	-10%	5%	3%	-24%
CC(=O)N1CCCc2ccccc21	4%	-2%	-1%	-4%	-2%	-2%	-2%	-3%
Cc1nc(Cl)c2c(n1)NC1=C(O2)C(=O)CCC1	-1%	-4%	-28%	-7%	u	-8%	-1%	x
COC(=O)c1sc2ncccc2c1OCc1ccc(Cl)cc1Cl	101%[activator]	-33%[inhibitor]	10%	-3%	0%	0%	-5%	-18%
O=C(O)c1cccc(Nc2nc(Nc3ccccc3)nc(N3CCCC3)n2)c1	3%	4%	5%	u	-6%	0%	-1%	-14%
COc1ccccc1-n1c(-c2ccccc2)c[nH]c1=S	2.5µM*	-20%	-1%	-10%	0%	0%	4%	8%[10 µM]
O=C(CSc1nnc(Cc2ccccc2)n1-c1cccc(Cl)c1)NNC(=O)Cc1ccccc1	4%	21%	-1%	-1%	-7%	13%	7%	37%[10 µM]
Cc1cc(N(CCO)Cc2ccccc2)n2nc(-c3ccc(C(C)(C)C)cc3)nc2n1	x	7%	x	x	-15%	3%	-7%	x
CCc1nc(N[C@H](C(=O)O)C(C)C)c2oc3ccccc3c2n1	0.79µM*	x	-6%	-14%[9.22 µM]	3%	-2%	6%	3%[10 µM]
CCOc1ccccc1-c1noc(CSc2nnc(-c3ccccc3)n2-c2ccc(F)cc2)n1	x	0%	x	x	u	5%	-22%	x
O=C(NC1CCN(C(=O)N2CCOCC2)CC1)c1ccccc1	4%	-4%	4%	-4%	1%	2%	2%	-1%
COc1ccc(Oc2ccc(N/C=C3\CCCC3=O)cc2)cc1	u	-3%[1.84 µM]	-2%	-1%	-19%	u	-24%	7%[10 µM]
CCCCC(=O)NC1(C(F)(F)F)NC(=O)N(Cc2ccccc2)C1=O (stereo not given)	0%	9%	7%	29%	6%	3%	5%	-17%
Cc1ccc(OCC(=O)Nc2ccc(N3CCOCC3)cc2)c([N+](=O)[O-])n1	3%	-18%	3%	-28%	-17%	2%	-9%	-24%
CCOc1ccc(NC(=O)CSc2nnc(-c3ccncc3)n2CC2CCCO2)cc1 (stereo not given)	5%	-11%	-1%	-7%	8%	-1%	-4%	-25%[10 µM]
COc1ccccc1C(=O)Nc1ccc(C(=O)O)cc1	2%	9%	1%	16%	0%	10%	3%	32%[10 µM]
O=C(Cc1ccc(Br)cc1)NC1CCCCC1	3%	0%	6%	-19%	-9%	-7%	-9%	-4%
CCC(CC)C(=O)NCCCCc1ccccc1	0%	-1%	2%	-8%	0%	-3%	3%	24%[10 µM]
CCNc1nc(NCC)nc(SCCOC(=O)Nc2ccc(Cl)cc2Cl)n1	12%	-33%[inhibitor]	5%	6%	-7%	u	-18%	x
O=C(CN1CCCCC1)N1N=C(c2cccs2)CC1c1cccs1 (stereo not given)	u	u	-13%	-3%	-8%	0%	-5%	-3%[10 µM]
COC(=O)CNC(=O)Cn1ccc2ccccc2c1=O	5%	-8%	u	5%	-8%	6%	-8%	6%
C#CCNC(=O)C1=C[C@@H](C2CC2)[C@H](CCCO)[C@@H](OCC)O1	-2%	x	8%	10%[9.22 µM]	u	0%	-13%	-11%[10 µM]
CC(C)(C)NC(=O)C(c1ccc(O)cc1)N(C(=O)CCC(=O)Nc1nccs1)c1ccccc1F (stereo not given)	10%	x	2%	-7%[9.22 µM]	-8%	-4%	-10%	3%[10 µM]
Cc1csc(NS(=O)(=O)c2cccc([N+](=O)[O-])c2)n1	2%	x	-10%	-11%[9.22 µM]	-1%	4%	10%[2.34 µM]	4%[10 µM]
COC(=O)[C@@H]1C(c2ccccc2)(c2ccccc2)[C@@]1(C)C(=O)OC	1%	-22%	3%	u	0%	4%	4%	-9%[10 µM]
COc1ccc(-c2csc(N(CC3CCCO3)C(=O)c3ccco3)n2)cc1 (stereo not given)	-5%	-23%	-17%	-7%	-16%	-5%	-27%	2%[10 µM]
Cc1nc2[nH]c(=O)[nH]c(=O)c2[nH]1	-9%	2%	0%	x	-7%	2%	-4%	u
COc1cc(OC)c(S(=O)(=O)Nc2ccc(C(=O)N3CCCC3)cc2)cc1NC(C)=O	-1%	10%	9%	-1%	5%	9%	-2%	-8%[10 µM]
COc1ccc(NC(=S)N2CCc3ccccc3C2)cc1OC	u	27%	-3%	1%	-6%	4%	-11%	x
CC(C)CCNC(=O)C12CN(Cc3ccccc3)CC1C(c1ccc([N+](=O)[O-])cc1)=NO2 (stereo not given)	2.8µM*	-63%[inhibitor]	-4%	3%	-9%	-1%	-21%	-15%[10 µM]
CN1CCN(S(=O)(=O)c2ccc3c(c2)NC(=O)C2CCCN32)CC1 (stereo not given)	-4%	4%	-14%	-6%	-14%	-5%	-6%	12%
CCN(CC)CCNC(=O)Cc1nn(Cc2ccccc2)c(=O)c2ccccc12	3%	x	-5%	-8%[9.22 µM]	10%	1%[2.34 µM]	14%[2.34 µM]	22%[10 µM]
CC(C)C(=O)Nc1cccc(C(=O)Nc2nccs2)c1	-8%	-5%	-9%	-4%	-11%	5%	4%	-8%[10 µM]
O=C(COC(=O)c1cccc(S(=O)(=O)N2CCN(c3ccccc3)CC2)c1)NCC1CCCO1 (stereo not given)	x	x	5%	5%[9.22 µM]	x	1%	8%	-5%[10 µM]
CCCn1c(N)c(C(=O)CSc2nc3ccccc3c(=O)n2Cc2ccccc2)c(=O)[nH]c1=O	u	-42%[inhibitor]	0%	32%	7%	-21%	-28%	-2%[10 µM]
COc1ccc(Oc2ccc(C(F)(F)F)cc2NC(=O)c2ccc(F)cc2)cc1	x	x	-5%	9%[9.22 µM]	x	-3%[0.0958 µM]	-4%[0.0958 µM]	1%[10 µM]
Fc1cccc(-c2nnn3c2nc(NC2CCCCC2)c2ccccc23)c1	x	12%	x	x	2%	u	u	x
CCOC(=O)c1oc2nc(C)c3c(c2c1N)CC(C)(C)OC3	u	-14%	u	3%	5%	0%	4%	-11%
COc1cc(/C=C/C(=O)N2CCCN(C(=O)/C=C/c3cc(OC)c(OC)c(OC)c3)CC2)cc(OC)c1OC	-11%	8%	-21%	26%	-3%	0%	5%	-48%[inhibitor]
Cc1nc(NS(=O)(=O)c2ccccc2)sc1NC(=O)OCCN(C)C	14µM*	-10%	-3%	-2%	u	-4%	-10%	1%
COC(=O)C1=C(C)OC(N)=C(C#N)C1c1ccco1 (stereo not given)	-10%	19%	5%	21%	-14%	3%	-6%	-2%[10 µM]
CCN(CC)CCN(C(=O)Cn1nnc(-c2ccc(OC)c(OC)c2)n1)C(C(=O)NC1CCCC1)c1ccc(F)cc1 (stereo not given)	-11%	24%	11%	-10%	-9%	-3%	-7%	-17%
COc1ccc(C2=Nn3c(nnc3-c3cccnc3)SC2)cc1	4%	u	7%	16%	-5%	1%	-3%	x
COc1ccccc1-c1cc(-c2ccc(C)cc2)nc(SCc2nnc(-c3ccccc3)o2)c1C#N	u	-20%	u	9%	-2%	u	-1%	25%[10 µM]
N#CCCn1cnc2ccccc21	15%	-3%	9%	-3%	-6%	1%	0%	13%[10 µM]
Cc1cccn2c(=O)c(/C=C(\C#N)S(=O)(=O)c3ccc(Cl)cc3)c(N3CCC(C(N)=O)CC3)nc12	4%	0%	-7%	4%	u	3%	-20%	-8%
Cc1ccc(NC(=O)CN2CCCCCC2)c(Br)c1	-5%	11%	10%	5%	-4%	-4%	-3%	-24%

Exported in markdown: entries from further up
| structure | ALDH1A1 inh | SMN2 splice up | JMJD2E inh | HTT aggregate | Tau fibril ThT | Tau FP inhib | Tau fluor counter | HTT ATP protect |
| --- | --- | --- | --- | --- | --- | --- | --- | --- |
| CCN(CC)CCNC(=O)Cc1nn(Cc2ccccc2)c(=O)c2ccccc12 | 3% | x | -5% | -8%[9.22 µM] | 10% | 1%[2.34 µM] | 14%[2.34 µM] | 22%[10 µM] |
| O=C(COC(=O)c1cccc(S(=O)(=O)N2CCN(c3ccccc3)CC2)c1)NCC1CCCO1 (stereo not given) | x | x | 5% | 5%[9.22 µM] | x | 1% | 8% | -5%[10 µM] |
| N#CCCn1cnc2ccccc21 | 15% | -3% | 9% | -3% | -6% | 1% | 0% | 13%[10 µM] |

Bioassay records: PubChem, National Center for Advancing Translational Sciences (NCATS)
